Screening data as filed in PubChem.
14-3-3g Raf – modulators of 14-3-3 gamma protein binding, primary screen, biochemical, fluorescence polarization; 14-3-3 protein gamma (Homo sapiens), P61981; FP, 14-3-3gamma / TMR-pS259-Raf peptide binding; inhibition, % at 40 µM; 160,000 compounds, 0.19% hits; AID 422, 2006; in the data active = inhibition above about 30%;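 note: 0% = protein plus tracer without compound and 100% = blank with tracer alone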
Target sequence (P61981 whole entry, looked up): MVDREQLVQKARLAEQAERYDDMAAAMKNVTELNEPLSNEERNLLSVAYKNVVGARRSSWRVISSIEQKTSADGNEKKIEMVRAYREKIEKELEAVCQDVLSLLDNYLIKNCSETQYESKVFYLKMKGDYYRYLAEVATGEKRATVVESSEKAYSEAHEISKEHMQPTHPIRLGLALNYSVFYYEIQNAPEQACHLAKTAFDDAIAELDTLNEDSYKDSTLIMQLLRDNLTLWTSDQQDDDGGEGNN
Active calls of the source: *; & = joins results of further samples. This is a subset. The share of hits here may be higher or lower than overall.

SMILES | 14-3-3g Raf
O=C1C(CSCc2ccccc2)NC(=S)N1C1CCCCC1 (configuration not stated) | -66.2
O=C(Oc1ccc(C2Nc3ccccc3S(=O)(=O)N2Cc2ccccc2)cc1)c1ccccc1 (configuration not stated) | 9.2
CCN(CC)S(=O)(=O)c1csc(C(=O)NC2CCCCC2)c1 | -5.9
COc1cc(C)nc(NS(=O)(=O)c2ccccc2)n1 | 3.8
COCCCNC(=O)C1CCCN(C(=O)Nc2ccc(OC)cc2)C1 (configuration not stated) | -1.4
C=CCSc1nnc(Cc2c(C)[nH]c3ccccc23)o1 | -1.0
CC(C)C(C(=O)Nc1cccnc1)N1C(=O)c2ccccc2C1=O (configuration not stated) | 9.3
COC(=O)c1[nH]c2cc(OC)c(OC)cc2c1NC(=O)CN1CCN(Cc2ccccc2)CC1 | 8.6
CC(C)N(CCC#N)S(=O)(=O)c1ccc([N+](=O)[O-])cc1 | 0.4
Cc1csc(=Nc2ccc(S(=O)(=O)N3CCOCC3)cc2)n1Cc1ccco1 | -14.4
O=C(Nc1ccccc1Br)c1cc(S(=O)(=O)NCc2ccc(F)cc2)ccc1F | -7.4
COc1ccc(NC(=O)c2cc(=O)c3ccccc3o2)cc1 | -19.4
CCCCCCc1nc(-c2ccc(Cl)cc2)no1 | 4.5
O=C(c1cccc(OC(F)F)c1)N1CCN(c2ncccn2)CC1 | -0.3
CCOC(=O)C(C)(C)N(Cc1ccccc1C)S(=O)(=O)c1ccc(Cl)c([N+](=O)[O-])c1 | -0.1
COc1ccc(Nc2nc(-c3ccccc3)c3ccccc3n2)cc1 | -7.5
Cc1ccc(-n2nc3cc(C)c(NC(=O)c4cccnc4)cc3n2)cc1 | 0.9
O=C(Nc1cccc([N+](=O)[O-])c1)c1ccc(Br)c(S(=O)(=O)N2CCC(C(=O)O)CC2)c1 | -12.8
CC(=O)c1cc(C#N)c(SCC(=O)OC(C)(C)C)nc1C | -5.8
O=S1(=O)NC(=NC2CCCCCCCCCCC2)c2ccccc21 | 3.4
CCn1c(=O)cc(SCC(=O)Nc2cccnc2)c2ccccc21 | -2.3
COc1ccc(C2C(C(=O)OC(C)C)C(=O)CC(C)(O)C2C(=O)OC(C)C)cc1 (configuration not stated) | 1.1
COc1ccccc1Nc1nc(-c2ccc([N+](=O)[O-])cc2)nc2ccccc12 | 4.6
Cc1nn(-c2ccccc2)c2c1C(=O)NC(=O)C(C)(C)C2 | 5.0
Cc1cccc(N2C(=O)c3ccc(C(=O)Oc4ccccc4)cc3C2=O)c1 | -9.0
More entries
SMILES | 14-3-3g Raf
COc1ccc(CC(=O)Nc2cccc(-c3nnc(-c4ccco4)o3)c2)cc1 | -2.5
CC1(C)CC(=O)c2sc(NC(=O)c3cccc(N4C(=O)CCC4=O)c3)nc2C1 | 11.3
COc1ccc(COC(=O)C2=C(C)NC3=C(C(=O)CCC3)C2c2cccc3ccccc23)cc1 (configuration not stated) | 1.6
FC(F)(F)c1cc(-c2ccccc2)nc(NCC2CCCO2)n1 (configuration not stated) | -1.7
CC(C)(C)c1ccc(C(=O)Nc2ccccc2F)cc1 | -1.6
COc1cc2c(cc1OC)C(COc1ccccc1OC)N(C(=O)c1ccccc1OC)CC2 (configuration not stated) | -23.1
Clc1cccc(N2CCN(c3c4c(nc5ccccc35)CCCC4)CC2)c1 | 1.9
O=C(O)CCCCCNS(=O)(=O)c1cccc(C(F)(F)F)c1 | -6.7
CCSCCOC(=O)C1=C(C)NC2=C(C(=O)CC(C)(C)C2)C1c1ccccc1C(F)(F)F (configuration not stated) | 9.9
O=C(Nc1ccc2c(c1)C(=O)c1ccccc1C2=O)c1ccc(Cl)cc1 | -19.1
CCN1CCN(C(=O)C(C)N2C(=O)COc3ccc(C)cc32)CC1 (configuration not stated) | -3.3
Cn1cc(Cl)c(C(=O)NC2CCCCCC2)n1 | 3.0
Cc1cc(C)c2nc(SCCC#N)nc(C)c2c1 | -11.5&-9.0
C=CCNC(=O)C1CCN(S(=O)(=O)c2ccc(Br)cc2)CC1 | -1.6
Cc1ccc2cc(C(c3nnnn3C3CCCC3)N3CCN(c4ccccc4)CC3)c(=O)[nH]c2c1 (configuration not stated) | -0.6
COc1ccc(/C=C(/C#N)c2cccnc2)cc1OC | -8.9
CC=CCSc1nc2c(c(=O)n(C)c(=O)n2C)n1Cc1cccc(C)c1 | -8.5
Cn1c(=O)c2c(nc3n(CC(O)c4ccccc4)c(C45CC6CC(CC(C6)C4)C5)cn23)n(C)c1=O (configuration not stated) | 5.4
CC(=O)c1c(C)[nH]c(C(=O)NCCc2ccc(C)cc2)c1C | -26.2
COc1ccc(-c2cc(C(F)(F)F)n3nc(C(=O)Nc4ccccc4SC)cc3n2)cc1 | -0.7
CCOc1ccc2nc(Nc3nc(CSc4ccc(C)cc4)cc(=O)[nH]3)nc(C)c2c1 | -20.2
COc1ccc(CC(=O)Nc2c3c(nn2-c2cccc(C)c2C)CS(=O)(=O)C3)cc1 | -1.2&-4.7
CCc1ccc(C(=O)N2CCCC2)s1 | 6.0
COc1ccccc1C(=O)Nc1cc(C)c2c(=O)oc3ccccc3c2n1 | -33.5
CCN(CC)c1ccc2c(Cl)c(Br)c(=O)oc2c1 | -115.9
(more compounds)
SMILES | 14-3-3g Raf
COc1ccc(Cl)cc1NC(=O)NC(C)c1ccncc1 (configuration not stated) | -3.9
CCCc1nc(SCc2ccccn2)c2c(=O)n(C)c(=O)n(C)c2n1 | 1.1
CCS(=O)(=O)N1CCN(C(C)CCc2ccccc2)CC1 (configuration not stated) | -3.2
CCc1c(-c2ccccc2)nc2ccccc2c1C(=O)NCCCOC | -0.9
CCCNS(=O)(=O)c1ccc(OCC(=O)Nc2ccccc2F)cc1 | -3.4
CN1C(=O)c2ccccc2C(C(=O)NCc2ccccn2)C1c1cn(C)c2ccccc12 (configuration not stated) | -7.3
COc1ccc(S(=O)(=O)N(C)C)c2cccnc12 | -0.3
CC(C)C(NS(=O)(=O)c1cccs1)C(=O)N1CCN(c2ccc(F)cc2)CC1 (configuration not stated) | -9.9
COc1ccc(OC)c(C(=O)c2coc3ccc(O)cc23)c1 | -4.6
CCOc1ccccc1Oc1coc2cc(OC(=O)c3ccco3)ccc2c1=O | -5.2
O=C(CN1CCN(CC=Cc2ccccc2)CC1)Nc1ccccc1Cl | -9.9
COc1ccc(CN2C(=O)[C@@H]3C(c4ccccc4Cl)=NO[C@@H]3C2=O)cc1 | 5.2
COc1cc2c(C(=O)N3CCN(c4ccccc4)CC3)c(C)oc2cc1Br | 2.5
Cc1ccc(NC(=O)C2C(c3ccccc3)=C2c2ccccc2)c(C)c1 | 4.0
CN1C(=O)c2ccccc2C(C(=O)NCc2cccnc2)C1c1c[nH]c2ccccc12 (configuration not stated) | -4.0
CCOc1ccc(NC(=O)CSc2cn(C)c3ccccc23)cc1 | 0.4
CCCCOc1ccc(OC(=O)c2cncc(Br)c2)cc1 | -23.2
COC(=O)c1[nH]c(C)c(/C(O)=C2\C(=O)C(=O)N(CCN3CCOCC3)C2c2cccnc2)c1C (configuration not stated) | 7.7
CC(=O)c1c(C)nc(-c2ccc3c(c2)OCO3)n1O | 1.3
COCC(=O)Nc1ccc(C(N)=O)cc1 | 1.5
CC1=CC(C)(C)NC(=S)N1c1cccc2ccccc12 | -6.7
COC(=O)C(CC1=CCC2CC1C2(C)C)(NS(=O)(=O)c1ccccc1)C(F)(F)F (configuration not stated) | -0.9
COC(=O)C1=C(C)NC2=C(C(=O)c3ccccc32)C1c1ccc(-c2ccc([N+](=O)[O-])cc2Br)o1 (configuration not stated) | -78.2
O=C(Nc1cccc(C(F)(F)F)c1)c1cnn2c(C(F)(F)F)cc(-c3cccs3)nc12 | -2.2
COc1ccccc1NCC(=O)n1nc(C)cc1C | -5.8

Of the compounds above, these have a cyano group:
SMILES | 14-3-3g Raf
CC(C)N(CCC#N)S(=O)(=O)c1ccc([N+](=O)[O-])cc1 | 0.4
CC(=O)c1cc(C#N)c(SCC(=O)OC(C)(C)C)nc1C | -5.8
Cc1cc(C)c2nc(SCCC#N)nc(C)c2c1 | -11.5&-9.0
COc1ccc(/C=C(/C#N)c2cccnc2)cc1OC | -8.9

The listing picks up with the 3 entries that preceded the break.
SMILES | 14-3-3g Raf
COC(=O)C1=C(C)NC2=C(C(=O)c3ccccc32)C1c1ccc(-c2ccc([N+](=O)[O-])cc2Br)o1 (configuration not stated) | -78.2
O=C(Nc1cccc(C(F)(F)F)c1)c1cnn2c(C(F)(F)F)cc(-c3cccs3)nc12 | -2.2
COc1ccccc1NCC(=O)n1nc(C)cc1C | -5.8
COC(=O)C1=CN(Cc2ccc(OC)c(OC)c2)C=C(C(=O)OC)C1c1ccccc1Br | -0.4
Clc1ccc(N2CCN(Cc3c[nH]c4ncccc34)CC2)cc1 | -1.4
CCN(CC)S(=O)(=O)c1cc(Br)cc2c1N(C(=O)C1CC1)CC2 | -2.0
COCCCNC(=O)c1cc(S(=O)(=O)N2CCCC2)ccc1F | -7.4
COc1ccc(CNC(=O)c2oc(=O)c3ccccc3c2-c2ccc(C)cc2)cc1 | 4.4
O=C1CCCC2=C1C(c1cccc(Br)c1)n1nc(-c3ccco3)nc1N2 (configuration not stated) | 6.3
CCOC(=O)CSc1n[nH]c(=O)[nH]c1=O | 4.2
O=C(Nc1ccc2nc(-c3cccnc3)[nH]c2c1)c1ccc([N+](=O)[O-])cc1 | -5.7
O=C(Nc1ccc(C(F)(F)F)cc1)C1c2ccccc2C(=O)N2CCc3ccccc3C12 (configuration not stated) | -5.7
O=C(NCC1CCCO1)c1cc(=O)[nH]c2ccc(S(=O)(=O)N3CCOCC3)cc12 (configuration not stated) | 4.9
Cc1cc(C)n(-c2nc(C)nc(N)n2)n1 | -8.0
CCOc1ccc(-n2c(CCC(=O)O)ccc2-c2cccs2)cc1 | -29.2
CC1CN(c2nc3ccccc3nc2C(C#N)C(=O)OC2CCCCC2)CC(C)O1 (configuration not stated) | -1.1
Nc1c(C(=O)N2CCc3ccccc3C2)sc(=S)n1CCc1ccccc1 | 10.9
COc1ccc(C(C)=O)cc1CSc1nc(NCc2ccccc2)c2ccccc2n1 | -7.1
CC1=C(C)CC(C(=O)Nc2cccc(Cl)c2)C(C(=O)O)C1 (configuration not stated) | -3.8
CCOCCOC(=O)C1=C(C)NC2=C(C(=O)CC(c3ccc(OC)cc3)C2)C1c1cccc2ccccc12 (configuration not stated) | -2.2
COc1ccc(NC(=O)CN2CCN(S(=O)(=O)c3ccc(Cl)cc3)CC2)cc1Cl | -8.7&-1.5
NS(=O)(=O)c1ccc(CCNC(=O)C2CCC(Cn3c(=S)[nH]c4ccccc4c3=O)CC2)cc1 (configuration not stated) | -0.7
Oc1ccc(-c2cc(-c3ccc(O)cc3)nc(-c3ccccc3)n2)cc1 | 3.0
CCCOc1ccc2oc(=O)c3c(c2c1)CCCN3C(=O)CN1CCCc2ccccc21 | -18.0
O=C(NC1CCCCC1)N(CCN1CCCC1)Cc1cc2cc3c(cc2[nH]c1=O)OCCO3 | -10.4
Cc1cc(C)c(Cn2c(=O)n(Cc3ccc(C(=O)NCc4ccco4)cc3)c(=O)c3ccccc32)c(C)c1 | -5.0
O=C(NC1(C(F)(F)F)C(=O)Nc2c1c(=O)[nH]c(=O)n2-c1ccc(F)cc1)c1ccco1 (configuration not stated) | -7.3
CC(=O)N1CCc2cc(Br)cc(S(=O)(=O)CCC(=O)N3CCN(c4ccccc4Cl)CC3)c21 | -0.8
Further structures:
SMILES | 14-3-3g Raf
CC12CCC(C(=O)N(Cc3ccccc3)Cc3ccccc3)(CC1=O)C2(C)C (configuration not stated) | 2.2
O=C(O)CCc1ccc(-c2ccc(F)cc2)n1-c1ccccc1C(F)(F)F | -2.2
O=C(NCCCN1CCCC1=O)c1nnc(Cc2c(F)cccc2Cl)o1 | -8.8
CCCCSc1nc2c(cc1C#N)CCC2 | -3.7
Nn1c(-c2ccccn2)nnc1-c1ccccn1 | -7.0
O=c1c2ccccc2nc(SCc2nnc(-c3ccccc3)o2)n1-c1ccc(F)cc1F | -4.4
COc1ccc(NC(=O)CCS(=O)(=O)c2cccc3cccnc23)cc1OC | -2.7
Cc1ccccc1CN1C(=O)C(O)(CC(=O)c2ccc(Br)cc2)c2ccccc21 (configuration not stated) | -14.4
CCOC(=O)c1cccc(S(=O)(=O)N(CCO)Cc2cc3cc(OC)ccc3[nH]c2=O)c1 | -0.5
CCOC(=O)C1=C(N)N(c2ccccc2)C2=C(C(=O)CCC2)C1c1cccnc1 (configuration not stated) | -17.7
Cc1ccc(N2C(=O)CC(NCc3ccc4c(c3)OCO4)C2=O)cc1Cl (configuration not stated) | -8.4&-8.8
ONC(=Nc1ccccc1)C(=Nc1ccccc1)NO | 1.1
N#Cc1ccccc1NC(=O)c1cc(=O)c2ccccc2o1 | 4.2
COc1ccc(NC(=O)c2cc3cc4ccc(C)cc4nc3s2)cc1Cl | -8.9
O=C(Nc1ccccc1[N+](=O)[O-])c1cccc(S(=O)(=O)Nc2cccc(O)c2)c1 | -10.2
CC(=O)Nc1cccc(NC(=O)CSc2nnc(Cc3cccn3C)n2-c2ccc(C)cc2)c1 | -6.3
O=C(O)c1cccc(S(=O)(=O)NCc2ccccc2)c1 | 3.3
CCC(=O)N1CCc2cc(Br)cc(S(=O)(=O)N3CCCC(C(=O)N4CCN(c5cc(C)ccc5C)CC4)C3)c21 (configuration not stated) | -33.6
O=c1c2cc(F)ccc2[nH]c(=S)n1Cc1cccc(Cl)c1 | 2.3
CCC1CCCCN1S(=O)(=O)c1ccc(C(=O)Nc2nnc(-c3ccc(Cl)s3)o2)cc1 (configuration not stated) | -10.3
COc1cccc2cc(-c3csc(NC(C)=O)n3)c(=O)oc12 | -15.9
Cc1cccc2c1N(C)C(=Cc1cccc[n+]1C)C=C2 | -14.9
Cc1ccc2oc(-c3ccc(NC(=O)c4cc([N+](=O)[O-])ccc4Cl)cc3O)nc2c1 | -38.1
Cc1ccc(S(=O)(=O)NCCSc2nnnn2-c2cc(C)ccc2C)cc1 | -5.3

An excerpt from above in order of count of non-hydrogen atoms, lowest first.
SMILES | 14-3-3g Raf
CCN1CCN(C(=O)C(C)N2C(=O)COc3ccc(C)cc32)CC1 (configuration not stated) | -3.3
Cc1ccc(-n2nc3cc(C)c(NC(=O)c4cccnc4)cc3n2)cc1 | 0.9
O=C(Nc1ccccc1[N+](=O)[O-])c1cccc(S(=O)(=O)Nc2cccc(O)c2)c1 | -10.2
